# Screening results from PubChem.
# IDE exosite FP: insulin-degrading enzyme (human) exo-site inhibition; AID 1259349; P14735; purified IDE, FL-6b probe fluorescence polarization; active compounds read low; 17,000 tested, 6.3% active; z-score at 20 µM;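 active means z-score of -3 or lower, meaning strong loss of probe binding signal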;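 further: His-tagged human IDE residues 42-1019 made in E. coli with 30 nM FL-6b probe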
# Target sequence (P14735 42-1019 limits assumed): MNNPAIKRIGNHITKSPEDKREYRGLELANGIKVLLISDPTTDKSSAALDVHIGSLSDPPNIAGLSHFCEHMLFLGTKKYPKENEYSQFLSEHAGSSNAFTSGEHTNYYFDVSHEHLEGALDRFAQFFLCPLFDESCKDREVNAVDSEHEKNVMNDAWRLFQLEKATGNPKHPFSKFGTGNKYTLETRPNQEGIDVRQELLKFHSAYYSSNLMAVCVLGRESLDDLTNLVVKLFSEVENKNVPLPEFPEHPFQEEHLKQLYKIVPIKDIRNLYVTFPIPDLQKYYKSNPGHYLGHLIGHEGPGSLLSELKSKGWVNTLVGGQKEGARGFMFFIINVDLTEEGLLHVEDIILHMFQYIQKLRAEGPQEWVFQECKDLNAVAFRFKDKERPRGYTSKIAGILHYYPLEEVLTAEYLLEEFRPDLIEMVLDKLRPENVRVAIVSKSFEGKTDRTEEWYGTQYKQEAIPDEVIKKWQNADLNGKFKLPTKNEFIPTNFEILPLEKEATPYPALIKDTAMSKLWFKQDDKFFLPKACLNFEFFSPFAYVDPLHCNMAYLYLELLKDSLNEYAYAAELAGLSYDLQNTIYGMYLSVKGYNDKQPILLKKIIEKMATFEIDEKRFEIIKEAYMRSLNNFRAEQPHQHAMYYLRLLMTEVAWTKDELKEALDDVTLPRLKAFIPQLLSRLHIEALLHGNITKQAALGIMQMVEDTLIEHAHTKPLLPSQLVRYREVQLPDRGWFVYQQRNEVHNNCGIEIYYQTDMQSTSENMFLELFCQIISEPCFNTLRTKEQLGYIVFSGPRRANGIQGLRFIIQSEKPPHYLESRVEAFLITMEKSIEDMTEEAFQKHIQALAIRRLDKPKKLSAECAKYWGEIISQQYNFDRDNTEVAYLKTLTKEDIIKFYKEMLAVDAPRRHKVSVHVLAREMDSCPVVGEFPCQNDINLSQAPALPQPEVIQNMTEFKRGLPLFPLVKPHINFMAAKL
# An asterisk follows results filed as active; & = joins results of further samples.
SMILES,IDE exosite FP
C[C@@H](O)C#Cc1ccc([C@@H]2[C@@H](CO)N3CCCCN(C(=O)c4ccc(F)cc4)C[C@H]23)cc1,0.0358
COCC(=O)N1CC(=O)N2[C@@H](CO)[C@H](c3ccc(C#CC(C)C)cc3)[C@@H]2C1,3.6
C[C@@H]1CN([C@H](C)CO)S(=O)(=O)c2ccc(-c3cncnc3)cc2O[C@@H]1CN(C)C(=O)NC1CCCC1,-0.0711
N#Cc1cccc(-c2ccc(C3[C@@H]4CN(S(=O)(=O)c5ccccc5F)C[C@H]3N4)cc2)c1 (some centres undefined),2.13&2.04
COc1ccccc1CN1[C@H](CO)[C@H]2c3ccccc3N(C(=O)C3CCOCC3)C[C@H]21,2.14
O=C(c1cccc(F)c1)N1CC2(C1)[C@H](c1ccccc1)[C@H](CO)N2C(=O)C1CCCCC1,-0.0644
O=C(C1CCC1)N1CC(=O)N2[C@H](CO)[C@@H](c3ccc(C#Cc4cccc(F)c4)cc3)[C@@H]2C1,-4.44*
O=C(Nc1ccc(F)cc1)N1[C@@H]2CNC[C@H]1C2c1ccc(-c2ccccc2)cc1 (some centres undefined),-1.72&0.656
CO[C@@H](CN(C)C(=O)c1cc(Cl)cc(Cl)c1)[C@H](C)CN(C(=O)Nc1ccc(F)cc1)[C@H](C)CO,0.37
O=C(c1ccccc1F)N1CC(=O)N2[C@H](CO)[C@H](c3ccc(-c4ccc(F)cc4)cc3)[C@@H]2C1,0.608
CN(C)CC#Cc1ccc([C@@H]2[C@@H](CO)N3CCCCN(C(=O)c4ccc5c(c4)OCO5)C[C@@H]23)cc1,4.13
CN1c2ccc(C3=CCCCC3)cc2[C@H]2[C@H](CCN2C(=O)Cc2ccccn2)[C@@H]1CO,-0.128
CC(C)C#Cc1ccc([C@H]2[C@@H](CO)N3C(=O)CN(C(=O)C4CCCCC4)C[C@@H]23)cc1,0.242
OC[C@H]1[C@@H](c2ccc(-c3cccc(F)c3)cc2)[C@H]2CN(Cc3cncnc3)CCCCN21,1.45
COc1ccc2c3c(n(C)c2c1)[C@H](CO)NCC31CN(Cc2ccc(F)cc2)C1,-0.733
Cc1cccc(-c2ccc([C@@H]3[C@@H](CO)N4CCCCN(C(=O)c5cccnc5)C[C@@H]34)cc2)c1,-3.25*
CO[C@H]1CN(C)C(=O)c2ccc(NC(=O)NC(C)C)cc2OC[C@@H](C)N(Cc2ccc(-c3ccccn3)cc2)C[C@H]1C,-0.446
Cc1ccccc1-c1ccc([C@@H]2[C@H](CO)N3CCCCN(S(=O)(=O)c4ccc(F)cc4)C[C@@H]23)cc1,0.272
C[C@@H]1CCCCO[C@@H](CN(C)Cc2ccc(C(F)(F)F)cc2)[C@@H](C)CN([C@H](C)CO)C(=O)c2cc(NC(=O)Nc3cccc4ccccc34)ccc2O1,0.852
COCC#Cc1ccc([C@H]2[C@@H](CO)N3C(=O)CN(C(=O)c4cccnc4)C[C@H]23)cc1,4.81
COCC(=O)N1[C@H](CN(C)C(=O)c2ccncc2)[C@@H](c2ccccc2)[C@@H]1CO,2.4
COc1ccc2c3c(n(C)c2c1)[C@H](CO)N(Cc1cccnc1)CC31CN(C(=O)c2cccnc2)C1,0.383
O=C(Nc1ccccc1)N1C[C@@H]2N[C@H](C1)C2c1ccc(-c2cccnc2)cc1 (some centres undefined),0.724
CC(C)(C)[S@@](=O)N1Cc2cc(C(=O)N3CCOCC3)nc(-c3cccc(-c4ccccc4F)c3)c2[C@H]1CCO,1.63
COc1ccc2c3c(n(C)c2c1)[C@@H](CO)N(C(=O)C1CCC1)CC31CCN(CC2CCCC2)CC1,0.608

# As a working copy, twelve of the compounds above:
SMILES,IDE exosite FP
OC[C@H]1[C@@H](c2ccc(-c3cccc(F)c3)cc2)[C@H]2CN(Cc3cncnc3)CCCCN21,1.45
COc1ccc2c3c(n(C)c2c1)[C@H](CO)NCC31CN(Cc2ccc(F)cc2)C1,-0.733
Cc1cccc(-c2ccc([C@@H]3[C@@H](CO)N4CCCCN(C(=O)c5cccnc5)C[C@@H]34)cc2)c1,-3.25*
CO[C@H]1CN(C)C(=O)c2ccc(NC(=O)NC(C)C)cc2OC[C@@H](C)N(Cc2ccc(-c3ccccn3)cc2)C[C@H]1C,-0.446
Cc1ccccc1-c1ccc([C@@H]2[C@H](CO)N3CCCCN(S(=O)(=O)c4ccc(F)cc4)C[C@@H]23)cc1,0.272
C[C@@H]1CCCCO[C@@H](CN(C)Cc2ccc(C(F)(F)F)cc2)[C@@H](C)CN([C@H](C)CO)C(=O)c2cc(NC(=O)Nc3cccc4ccccc34)ccc2O1,0.852
COCC#Cc1ccc([C@H]2[C@@H](CO)N3C(=O)CN(C(=O)c4cccnc4)C[C@H]23)cc1,4.81
COCC(=O)N1[C@H](CN(C)C(=O)c2ccncc2)[C@@H](c2ccccc2)[C@@H]1CO,2.4
COc1ccc2c3c(n(C)c2c1)[C@H](CO)N(Cc1cccnc1)CC31CN(C(=O)c2cccnc2)C1,0.383
O=C(Nc1ccccc1)N1C[C@@H]2N[C@H](C1)C2c1ccc(-c2cccnc2)cc1 (some centres undefined),0.724
CC(C)(C)[S@@](=O)N1Cc2cc(C(=O)N3CCOCC3)nc(-c3cccc(-c4ccccc4F)c3)c2[C@H]1CCO,1.63
COc1ccc2c3c(n(C)c2c1)[C@@H](CO)N(C(=O)C1CCC1)CC31CCN(CC2CCCC2)CC1,0.608

# The results go on.
SMILES,IDE exosite FP
CC(=O)N(C)C[C@H]1[C@@H](c2ccc(-c3ccccc3F)cc2)[C@@H](CO)N1C(C)=O,1.3
N#Cc1cccc(-c2ccc([C@@H]3[C@@H](CO)N4CCCCN(C(=O)Nc5ccccc5)C[C@@H]34)cc2)c1,-0.0186
CN1c2ccc(C3=CCCCC3)cc2[C@@H]2[C@@H](CCN2C(=O)c2ccc3c(c2)OCO3)[C@@H]1CO,0.815
Cc1cccc(-c2ccc([C@H]3[C@H](CO)N4CCCCN(Cc5cncnc5)C[C@@H]34)cc2)c1,-7.37*
COc1ccc(CN(C)C[C@@H]2Oc3ccc(NC(=O)Nc4ccc5c(c4)OCO5)cc3CC(=O)N([C@H](C)CO)C[C@H]2C)cc1,1.72
COc1ccccc1-c1ccc([C@@H]2[C@@H](C#N)N(C(=O)CN(C)C)[C@H]2CO)cc1,-12.4*
COc1cccc(C#Cc2ccc([C@@H]3[C@@H](CO)N(C(=O)C4CCOCC4)[C@H]3C#N)cc2)c1,-1.05
COc1ccc(-c2ccc([C@H]3[C@@H](C#N)N(C(=O)C4CCCC4)[C@@H]3CO)cc2)cc1,3.25
COc1cccc(S(=O)(=O)N2CCCCN3[C@H](C2)[C@H](c2ccc(C#CC4CC4)cc2)[C@@H]3CO)c1,2.2
CCCC(=O)Nc1ccc2c(c1)OC[C@@H](C)NC[C@@H](C)[C@@H](OC)CN(C)C2=O,0.0508
COCC(=O)N1CC(=O)N2[C@@H](CO)[C@@H](c3ccc(Br)cc3)[C@@H]2C1,4.05
N#C[C@H]1[C@@H](c2ccc(C#Cc3ccc(F)cc3)cc2)[C@H](CO)N1C(=O)C1CCC1,2.41
O=C(c1cccc(F)c1)N1CCCCN2[C@H](CO)[C@@H](c3ccc(-c4cncnc4)cc3)[C@@H]2C1,0.378
O=C(c1ccc(F)cc1)N1CCCCN2[C@H](C1)[C@H](c1ccc(C#CC3(O)CCCC3)cc1)[C@@H]2CO,4.04
CCCNC(=O)N[C@@H]1C=C[C@@H](CC(=O)N2CCN(C)CC2)O[C@@H]1CO,-0.248
COc1ccc(C#Cc2ccc([C@H]3[C@@H](CO)N4C(=O)CN(C(=O)c5ccncc5)C[C@H]34)cc2)cc1,-0.665
Cc1cccc(-c2ccc(C3[C@H]4CNC[C@@H]3N4S(=O)(=O)c3ccccc3C)cc2)c1 (some centres undefined),0.886&0.921
CCCC#Cc1ccc2c(c1)[C@@H]1[C@@H](CCN1Cc1cncnc1)[C@@H](CO)N2,1.79
C[C@H](NC(=O)C[C@@H]1CC[C@@H]2[C@H](COC[C@@H](O)CN2Cc2ccc(C(F)(F)F)cc2)O1)c1ccccc1,-1.81
COc1ccc2c3c(n(C)c2c1)[C@H](CO)N(S(C)(=O)=O)CC31CCN(C(=O)Nc2cccc(F)c2)CC1,-0.767
CN(C)CC(=O)N1[C@H](CO)[C@H](c2ccc(C#CC3CCCCC3)cc2)[C@@H]1C#N,1.19
O=C1NCCOCc2cnnn2CC[C@@H]1Cc1ccc(F)cc1,2.45
O=C(Cc1cccnc1)N1CC(=O)N2[C@H](C1)[C@@H](c1ccc(/C=C/c3ccccc3)cc1)[C@@H]2CO,-4.73*
O=C(C[C@@H]1C[C@H]2c3cc(NS(=O)(=O)c4ccccc4)ccc3O[C@H]2[C@H](CO)O1)NCC(F)(F)F,-0.301
O=C(c1ccc(F)cc1)N1CC(=O)N2[C@H](C1)[C@H](c1ccc(C#CC3CC3)cc1)[C@@H]2CO,2.31
SMILES,IDE exosite FP
C[C@H]1CN([C@@H](C)CO)C(=O)CCCn2nncc2CO[C@H]1CN(C)C(=O)Nc1ccccc1C(F)(F)F,-0.454
OC[C@H]1[C@@H](c2ccc(-c3cccnc3)cc2)[C@H]2CN(Cc3ccccn3)CCCCN21,-1.13
CN(C)CC(=O)N1CC(=O)N2[C@H](CO)[C@@H](c3ccc(-c4ccc(C#N)cc4)cc3)[C@H]2C1,0.327
O=S(=O)(c1ccc(F)cc1)N1CCCCN2[C@H](CO)[C@@H](c3ccc(C#CC4CC4)cc3)[C@@H]2C1,2.89
COCC(=O)N1CC[C@@H]2[C@H]1c1cc(-c3cccc(F)c3)ccc1N(C)[C@@H]2CO,0.882
COc1ccccc1NC(=O)N1CCCCN2[C@H](CO)[C@@H](c3ccc(C#CC4CCCC4)cc3)[C@H]2C1,0.945
Cc1ccccc1-c1ccc([C@@H]2[C@@H](CO)N3C(=O)CN(C(=O)c4ccc(F)cc4)C[C@H]23)cc1,-0.119
N#C[C@@H]1[C@H](c2ccc(C3=CCCC3)cc2)[C@@H](CO)N1C(=O)NC1CCCCC1,0.65
O=C(Cc1ccccn1)N[C@H]1CC[C@@H](CCNS(=O)(=O)c2cccc(F)c2)O[C@H]1CO,-0.0109
Fc1cccc(-c2ccc(C3[C@H]4CNC[C@@H]3N4Cc3cncnc3)cc2)c1 (some centres undefined),1.28&0.85
O=C(C[C@H]1C[C@H]2c3cc(NC(=O)CC4CC4)ccc3O[C@H]2[C@H](CO)O1)NCC1CC1,1.42
N#C[C@@H]1N[C@@H](CO)[C@H]1c1ccc(C#Cc2ccc(F)cc2)cc1,1.14
CN1C(=O)c2cc(NC(=O)c3ccc(C(F)(F)F)cc3)ccc2OC[C@@H]2O[C@H](CC(=O)NCc3ccc4c(c3)OCO4)CC[C@@H]21,-1.24
O=C(Cc1ccccn1)N1CC(=O)N2[C@H](CO)[C@@H](c3ccc(-c4ccc(F)cc4)cc3)[C@@H]2C1,2.08
CCS(=O)(=O)N1[C@H](CO)[C@H](c2ccccc2)[C@H]1CN(C(C)=O)C1CCCC1,-1.07
COc1cccc(C(=O)Nc2ccc3c(c2)OC[C@@H](C)N(CCc2ccccc2)C[C@@H](C)[C@@H](OC)CN(C)C3=O)c1,-0.827
C[C@@H](NC(=O)C[C@@H]1C=C[C@@H](NS(=O)(=O)c2cccc(F)c2)[C@@H](CO)O1)c1ccccc1,1.76
N#C[C@@H]1[C@H](c2ccc(C#CC3CCCC3)cc2)[C@H](CO)N1C(=O)Cc1ccccn1,2.39
N#C[C@H]1[C@H](c2ccccc2)[C@H](CO)N1S(=O)(=O)c1ccc(-c2ccccc2)cc1,-0.541
CN(C)C(=O)c1cccc(-c2ccc([C@@H]3[C@@H](CO)N4C(=O)CN(C(=O)C5CCC5)C[C@@H]34)cc2)c1,1.49
C/C=C/c1ccc([C@@H]2[C@@H](CO)N3C(=O)CN(C(=O)c4ccncc4)C[C@@H]23)cc1,1.06
COCCNC(=O)C[C@H]1CC[C@@H]2[C@@H](COc3ccc(NC(=O)Nc4cccc(F)c4)cc3C(=O)N2C)O1,-0.562
CCCNC(=O)N1CCC2(CC1)CN(Cc1ccccn1)[C@@H](CO)c1c2c2ccc(OC)cc2n1C,-2.32
O=C(NCC[C@H]1CC[C@H](NS(=O)(=O)c2ccc(F)cc2)[C@H](CO)O1)c1ccc2c(c1)OCO2,0.203
Cc1ccccc1-c1ccc([C@H]2[C@H]3CN(C(=O)Nc4cccc(F)c4)CC(=O)N3[C@H]2CO)cc1,-0.759
SMILES,IDE exosite FP
O=S(=O)(c1cccs1)N1CCCCN2[C@H](C1)[C@H](c1ccc(C3=CCCC3)cc1)[C@@H]2CO,0.976
COc1cccc(NC(=O)N[C@@H]2CC[C@H](CC(=O)N3CCN(C)CC3)O[C@@H]2CO)c1,-0.96
CCC(=O)N1[C@H](CN(CC)C(=O)c2ccccc2)[C@H](c2ccccc2)[C@@H]1CO,1.15
N#Cc1ccc(-c2ccc(C3[C@@H]4CN(S(=O)(=O)c5ccc(F)cc5)C[C@H]3N4)cc2)cc1 (some centres undefined),0.648&2.09
O=C(C[C@@H]1CC[C@@H]2[C@H](COC[C@@H](O)CN2S(=O)(=O)c2ccccc2)O1)NCC1CCCCC1,0.297
C[C@H](CO)N1C[C@H](C)[C@H](CN(C)Cc2ccncc2)OCCCC[C@H](C)Oc2ccc(NC(=O)Cc3ccccc3)cc2C1=O,-0.595
C/C=C/c1ccc([C@H]2[C@@H](CO)N(C(=O)COC)[C@H]2CNC(=O)C2CCC2)cc1,0.35
CN(C)CC(=O)N[C@@H]1C=C[C@@H](CC(=O)NCc2ccc(Cl)cc2)O[C@@H]1CO,0.717
CC(=O)N1CC(=O)N2[C@H](CO)[C@@H](c3ccc(-c4ccc(C(=O)N(C)C)cc4)cc3)[C@@H]2C1,1.17
CC(C)C#Cc1ccc([C@@H]2[C@@H](CO)N3C(=O)CN(C(=O)c4ccc5c(c4)OCO5)C[C@@H]23)cc1,0.099
CN(C)C(=O)c1ccc(-c2ccc([C@H]3[C@@H](C#N)N(C(=O)C4CC4)[C@@H]3CO)cc2)cc1,-0.471
COCC(=O)Nc1ccc2c(c1)C(=O)N(C)C[C@H](OC)[C@@H](C)CN(CCc1ccccc1)[C@H](C)CO2,0.711
Cc1noc(C)c1S(=O)(=O)N(C)C[C@H]1OCc2ccccc2-c2ccccc2C(=O)N([C@@H](C)CO)C[C@@H]1C,-0.567
CCc1cnc(N2[C@H](CO)[C@@H](c3ccc(C4=CCCC4)cc3)[C@@H]2C#N)s1,-1.39
N#C[C@@H]1N[C@@H](CO)[C@@H]1c1ccc(C2=CCCCC2)cc1,0.896

# This is a subset (hit frequency here may not be typical).
